Giardia killer – kills Giardia lamblia; Giardia lamblia trophozoite viability; activity change, % at 7.66 µM, hits read low; 0.15% of 340,000 active; in the data active = activity change below about -80%; inconclusive = between about -30% and that limit;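 note: parasites exposed to compound for two days anaerobically before the ATP read; % is set by controls: 0 for no effect and ±100 for the full control effect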
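Giardia lamblia trophozoites (100 cells/well) were incubated with compounds for 48 h at 37 deg C under anaerobic conditions. Viability was read as ATP content by one-step luminescence after 15-30 min at room temperature.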
CXXC DNA block – MLL CXXC-DNA interaction inhibition; Q03164; MLL-CXXC / FITC-HOXA9 DNA fluorescence polarization; Potency, µM (doses to about 115 µM), without a hit: at the highest dose activity change, negative = inhibition, actives largely listed as inhibitors; 0.037% of 290,000 active; active = well fitted inhibition curve with a large enough effect in the polarisation, with a control signal flat, not every such curve was filed as active; inconclusive = small, poorly fitted or top-dose-only effect, or effect the other way, or a change in a side signal; inactive = no such curve, though single readings can be large or run the other way; the % refers to the polarisation; note: potency is the fitted concentration of half-maximal effect
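Steps: dispense CXXC domain solution (7 uM) → pin compounds or unlabeled HOX-A9 DNA control → 5 min ambient → add FLSN-HOX-A9 solution (50 nM) → spin → 30 min ambient → fluorescence polarization. Tris pH 7.5/NaCl/DTT/BSA buffer.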
TSHR antagonist – antagonists of human thyroid stimulating hormone receptor. P16473. TSHR-expressing cells, TSH-stimulated cAMP HTRF, 2 h; active compounds read low. activity change, negative = inhibition, % at 11.5 µM. 0.2% of 330,000 active;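 active = activity change below a set negative limit, meaning inhibition stronger than a set level, cut at about -70% in these data; inconclusive = activity change between two set negative limits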; note: % is set by controls: 0 for no effect and ±100 for the full control effect
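Inhibition of cAMP made by TSHR-expressing cells under TSH stimulation (4nM final, EC80; 2 h, 37 deg C) is quantified with a one-step lysis HTRF kit, anti-cAMP cryptate versus cAMP-d2.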
FBPA coupling cs – coupling enzyme interference in Giardia aldolase counter-screen; 0.67% of 290,000 active; coupling enzyme system counterscreen, AmpLite Red fluorescence; AID 2472; activity change, negative = inhibition, % at 58.2 µM, hits read low; in the data active = activity change below about -30%; note: % is set by controls: 0 for no effect and ±100 for the full control effect
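Activity here indicates interference with the coupling reaction, not aldolase inhibition. Compounds at 57.5 uM final met coupling enzymes for 10 min at RT; substrate and AmpLite Red detection followed, with a 525/598 nm fluorescence read after 20 min.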
TCR activator – T cell receptor activation; 330,000 tested, under 10 active; Potency, µM (series often up to 9.22 µM), for the others: top-dose activation of IL-2 secretion, actives largely listed as activators; primary human leukocytes, anti-CD3, IL-2 HTRF, 48 h; AID 504894; note: % of control where 0% means no effect
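Compounds are tested in HTS on primary human leukocytes co-incubated with a-CD3 beads for 48 hr. IL-2 output is measured by time-resolved FRET.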
KCNH2 WT inh – KCNH2 (human, wildtype) channel inhibition; 0.37% of 340,000 active; activity change, % at 1.84 µM; Q12809; U2OS, BacMam KCNH2, thallium flux FluxOr; active compounds read low;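 active = maximum activity change below -70%; inconclusive = maximum activity change between -70% and -50%; inactive = maximum activity change above -50%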; note: % is set by controls: 0 for no effect and ±100 for the full control effect
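U2OS cells transduced with wild-type KCNH2 virus are loaded with FluxOr dye for 45 min, and thallium flux is measured in kinetic reads before and after stimulation buffer. Rate constants are normalized to DMSO controls.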
BCR signal inh – chronic active BCR signaling inhibition | ABC-DLBCL IkBa-CBG/CBR reporter, luminescence ratio, 4 h | Potency, µM (series often up to 46.1 µM), inactives show top-dose ratio change, negative = lower green/red ratio, hits mostly inhibitors | 0.05% of 340,000 active | AID 493014; active = well fitted inhibition curve with a large enough effect in the signal ratio, with a control signal flat, not every such curve was filed as active; inconclusive = small, poorly fitted or top-dose-only effect, or effect the other way, or a change in a side signal; the % refers to the signal ratio;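 note: potency is the fitted concentration of half-maximal effect; plate controls were basal doxycycline-induced cells for no effect and cells given 10 µM MG132 for full effect; MG132 reads +100%, hits lower the ratio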
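Doxycycline induced both beetle luciferases in TMD8 lymphoma cells; IKK-driven degradation limits the IkappaBalpha-fused green signal, while red luminescence normalises for cell number and nonspecific effects. Compounds tested up to 46 uM, 4 hrs.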
GALK inhibitor – blocks human galactokinase activity; Purified GALK, Kinase-Glo residual ATP luminescence; Potency, µM (series often up to 57.5 µM), for inactives: top-dose activity change, negative = inhibition, usual class: inhibitors; 0.007% of 270,000 active; AID 1868; note: potency is the fitted concentration of half-maximal effect; % is set by controls: 0 for no effect and ±100 for the full control effect
Target sequence (P51570 whole entry, looked up): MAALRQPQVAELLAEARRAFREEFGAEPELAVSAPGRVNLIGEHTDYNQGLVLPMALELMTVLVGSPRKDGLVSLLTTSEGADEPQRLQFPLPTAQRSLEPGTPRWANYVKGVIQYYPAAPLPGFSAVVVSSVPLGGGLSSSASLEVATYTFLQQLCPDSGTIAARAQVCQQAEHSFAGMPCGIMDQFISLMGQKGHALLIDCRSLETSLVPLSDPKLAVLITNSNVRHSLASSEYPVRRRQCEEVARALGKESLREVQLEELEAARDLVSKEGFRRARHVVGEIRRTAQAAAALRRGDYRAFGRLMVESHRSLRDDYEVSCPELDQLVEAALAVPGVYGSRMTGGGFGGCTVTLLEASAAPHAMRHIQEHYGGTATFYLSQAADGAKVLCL
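Galactose (100 uM) and ATP (35 uM) were turned over by 5 nM GALK for 1 h at RT. Kinase-Glo Plus then converted the remaining ATP into a luminescent signal.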
Tb PFK block – T. brucei PFK enzyme inhibition; Potency, µM (doses to about 57.5 µM), inactives show at the top dose activity, negative = inhibition, most hits filed as inhibitors; T. brucei PFK, ADP-Glo luminescence; O15648; 0.17% of 330,000 active; AID 485367;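 note: potency is the fitted concentration of half-maximal effect; 0% = uninhibited 1x PFK enzyme wells and -100% = no-enzyme wells; nearly all actives have a fitted effect of over 60% in size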
Target sequence (O15648 whole entry, looked up): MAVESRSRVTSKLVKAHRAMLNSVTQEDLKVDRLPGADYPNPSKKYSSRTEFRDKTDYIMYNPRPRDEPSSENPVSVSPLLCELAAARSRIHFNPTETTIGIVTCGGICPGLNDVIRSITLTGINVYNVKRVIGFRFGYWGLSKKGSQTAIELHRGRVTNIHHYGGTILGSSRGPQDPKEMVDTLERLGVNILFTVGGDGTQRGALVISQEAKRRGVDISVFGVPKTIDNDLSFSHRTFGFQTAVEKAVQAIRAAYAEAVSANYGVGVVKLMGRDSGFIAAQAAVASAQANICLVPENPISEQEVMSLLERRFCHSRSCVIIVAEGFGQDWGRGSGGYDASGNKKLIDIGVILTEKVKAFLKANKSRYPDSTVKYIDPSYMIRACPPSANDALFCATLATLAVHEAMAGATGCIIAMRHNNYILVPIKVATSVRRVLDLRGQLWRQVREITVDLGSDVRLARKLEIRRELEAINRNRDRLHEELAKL
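Activity is normalized to no-enzyme wells (full inhibition) and 1.25 nM enzyme wells (no inhibition). Reaction: 0.5 mM F6P, 0.1 mM ATP, 45 min RT, ADP-Glo luminescence; concentration-response curves fitted and classed by quality.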
A-T KAP1 phos – potential ataxia-telangiectasia treatment. […] A-T fibroblasts, KAP-1 phosphorylation AlphaLISA; neocarzinostatin DNA damage 30 min before lysis. 0.19% of 320,000 active. AID 485349. Potency, µM (highest dose often 57.5 µM), inactives show top-dose activation, usual class: activators; note: potency is the fitted concentration of half-maximal effect; % of control where 0% means no effect; nearly all actives have a fitted effect of over 45% in size
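ATM-like activity read as KAP-1 phosphorylation via AlphaLISA donor/acceptor antibody pairs after lysis and 6 hr at 25C. Cells were ATM-null patient fibroblasts ([…], hTERT), dosed 60 min, then exposed to the DSB inducer NCS for 30 min.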
* = called active by the depositor; u = inconclusive; x = not tested or not shown; [ ] = dose if it differs, or a comment. Unless noted, calls come from the whole dose curve; as a rule, active = well fitted curve in the direction sought with a large enough effect; inconclusive = small, poorly fitted or top-dose-only effect, or another doubt; inactive = no such curve, though single readings can be large; an effect the other way counts as inactive or inconclusive. Rows were taken by chance; 1.6% or so of the library scored in one or more.

SMILES	Giardia killer	CXXC DNA block	TSHR antagonist	FBPA coupling cs	TCR activator	KCNH2 WT inh	BCR signal inh	GALK inhibitor	Tb PFK block	A-T KAP1 phos
O=C(COc1ccc(Cl)cc1Cl)Nc1ccccn1	-101*	-6%	-3	0	7%	-6	x	8%	17µM*	x
O=Cc1ccccc1OS(=O)(=O)c1ccccc1	17	-14%	-6	-6	-1%[46.1 µM]	8	-2%	-3%	1%	-3%
COc1cc(C(=S)N2CCOCC2)ccc1OC(=O)c1cc(OC)c(OC)c(OC)c1	8	2%	-5	0	-14%	1	-2%	-1%	-6%	21%
CCOc1ccc(C(=O)NC(=S)NC2CCCC2)cc1[N+](=O)[O-]	11	-1%	-2	-1	3%[46.1 µM]	-1	6%	1%	0%	11%
N#C/C(=C\c1c(N2CCC(C(N)=O)CC2)nc2ccccn2c1=O)S(=O)(=O)c1ccccc1	-10	-2%	3	1	1%	-1	13%	2%	-2%	0%
O=C(COc1ccc(S(=O)(=O)NCc2ccccc2)cc1)N1CCOCC1	-4	-1%	26	0	-4%[46.1 µM]	5	u	-1%	4%	-1%
O=C(CN1C(=O)NC2(CCCc3ccccc32)C1=O)c1ccccc1F (stereo not drawn)	-14	x	-8	x	-1%[46.1 µM]	7	-2%	x	3%	1%
Cc1cc(NS(=O)(=O)c2ccccc2)c(C)c(Cl)c1O	2	1%	-13	2	0%	3	-12%	0%	-2%	-4%
COCCn1c(SCC(=O)NC2CCCC(C)C2C)nc2ccccc2c1=O (stereo not drawn)	-1	x	5	x	5%	0	4%	x	-5%	6%
O=C(Cc1ccccc1)Nc1ccc(NC(=O)c2ccccc2)c(Cl)c1	19	2%	10	1	2%	0	4%	0%	-5%	-7%
CC(C)c1ccc(S(=O)(=O)c2cc3cc(Br)ccc3oc2=O)cc1	7	-2%	14	2	8%[46.1 µM]	7	u	0%	8%	-3%
COc1ccc(C(=O)NCCSCc2ccc(C)cc2)cc1	6	2%	1	-1	-2%	1	9%	-3%	0%	6%
CC(=O)c1ccc(NS(=O)(=O)c2ccc(C)cc2)cc1	4	4%	7	5	2%	7	u	0%	-2%	0%
COc1cc2oc3cc(C)oc(=O)c3c2cc1OC	u	3%	-6	-14	1%	4	-2%	-1%	0%	-4%
C[C@H](c1ccccc1)n1nnc(COCc2ccccc2)c1C#CCOCc1ccccc1	4	3%	-7	2	-2%	2	u	2%	4%	23%
Cc1c(C(=O)NCc2ccoc2)oc2ccc3c(c12)C(=O)CC(C)(C)O3	-7	-1%	-19	1	x	5	11%	-8%	-1%	x
O=C(COC(=O)C1CCN(S(=O)(=O)c2ccc3c(c2)OCCO3)CC1)Nc1ccc(C(F)(F)F)cc1	7	-5%	20	-1	3%[46.1 µM]	8	-8%	-3%	0%	-9%
CC(C)n1nnnc1SCC(=O)N1CCN(C(=O)c2ccco2)CC1	7	-6%	-3	-1	6%	2	5%	2%	-2%	5%
Cc1ccc(S(=O)(=O)N2CCOC2CNC(=O)C(=O)NCCN(C)C)cc1 (stereo not drawn)	0	3%	-11	x	2%	-8	5%	3%	2%	10%
O=C(C1CCCN(Cc2nc(-c3ccc(Cl)cc3)no2)C1)N1CCOCC1 (stereo not drawn)	12	-3%	-13	0	5%	4	-3%	9%	-1%	11%
CC(C)NC(=S)NC(=O)/C=C/c1cccc2ccccc12	-13	7%	-13	1	-5%[46.1 µM]	-6	10%	0%	14%	5%
COc1ccc(C(=O)c2c(C)oc3ccc(O)cc23)cc1	-13	27%	-7	-4	4%	-3	-12%	3%	0%	4%
COC(=O)c1cc(Cl)c(NC(=O)c2ccc(F)cc2)cc1OC	4	10%	4	1	0%[46.1 µM]	-15	6%	0%	-2%	5%
O=C(COC(=O)c1ccc([N+](=O)[O-])cc1)Nc1ccc(Cl)cn1	-2	x	6	x	10%	-1	1%	x	2%	-2%
COc1cc([N+](=O)[O-])ccc1NC(=O)Nc1nc2c(s1)CCCC2	1	-2%	-7	1	-4%[46.1 µM]	6	u	-3%	-2%	4%
CC(C(=O)NCc1ccccn1)N1C(=O)c2ccccc2C1=O (stereo not drawn)	-10	2%	13	2	x	-4	6%	-1%	-7%	11%
O=C1CC(N(CCc2ccccc2)C(=S)Nc2ccccc2)C(=O)N1c1ccc(Br)cc1 (stereo not drawn)	-15	8%	-12	-5	4%[46.1 µM]	0	u	0%	1%	-2%
CCN(CC)S(=O)(=O)c1ccc2c(c1)nc(SCC(=O)N1CCCCCC1)n2-c1ccc(OC)cc1	-7	4%	-9	-1	-10%	0	u	-1%	3%	1%
COc1ccc(S(=O)(=O)NCC(=O)N(CC(=O)NCC2CCCO2)Cc2ccccc2)cc1 (stereo not drawn)	-17	-1%	-1	1	-48%	-11	5%	0%	8%	5%
CCOc1ccc(N(C(C)C(=O)Nc2cccnc2)S(C)(=O)=O)cc1 (stereo not drawn)	3	-9%	-1	-2	x	0	0%	-2%	3%	1%[11.5 µM]
CCC1Oc2ccc(C)cc2N(CC(=O)NCCN2C(C)CCCC2C)C1=O (stereo not drawn)	9	6%	1	1	3%	11	-1%	0%	-2%	-2%
CC1CCc2nn(CC(=O)NCc3ccc4c(c3)OCO4)cc2C1 (stereo not drawn)	-3	8%	3	-1	0%	5	-3%	1%	6%	0%
CN1C=CC=C/C1=C1\SC(=S)N(N)C1=O	-21	14%	-2	-2	-3%	4	-2%	9%	0%	-4%
C=CCc1cccc2cc(C(=O)NCc3ccc(C(=O)OCC)o3)c(=O)oc12	6	-7%	-4	1	1%	6	u	-2%	-3%	-1%
CCCCCC(=O)c1c(C)[nH]c(C(=O)OCC)c1C	7	21%	11	-2	x	-2	u	x	-1%	-13%
O=C(COC(=O)c1cccnc1Cl)c1ccccc1	5	1%	-4	x	-4%	10	-1%	1%	1%	1%
COc1cc(NC(=O)CC(C)S(=O)(=O)c2ccc3c(c2)NC(=O)CO3)cc(OC)c1OC (stereo not drawn)	36[activator]	12%	4	x	0%	6	0%	-1%	-4%	11%
OCCNc1cnc2ccccc2n1	-14	7%	-6	2	4%	2	3%	1%	-6%	0%
Cc1ccc(C(=O)N/C(=C/c2ccc(-c3cc(C(F)(F)F)ccc3Cl)o2)C(=O)NCc2cccnc2)cc1	0	-3%	-5	3	7%	-2	2%	2%	5%	2%
O=C(NC(=S)Nc1ccc2[nH]c(=O)[nH]c2c1)c1cncc(Br)c1	-14	3%	-5	-1	4%	-3	9%	-2%	-1%	2%
COc1ccccc1C1/C(=C(/O)c2ccc(OC(C)C)cc2)C(=O)C(=O)N1c1cc(C)on1 (stereo not drawn)	4	-20%	-7	19	7%	-9	3%	-5%	1%	1%
Cn1c(SCc2nnc(-c3ccccc3Br)o2)nc2sc3c(c2c1=O)CCC3	11	2%	-11	2	1%	15	u	0%	-3%	x
CCCn1c(SCCc2ccccc2)nc2c1c(=O)[nH]c(=O)n2C	-2	1%	-19	1	17%	-1	0%	1%	-4%	4%
CCOC(=O)CCc1c(C)n[nH]c1C	-18	5%	8	3	0%	-4	0%	1%	3%	1%
CC1CCCN(Cc2nc3c(c(=O)n(C)c(=O)n3C)n2CCc2ccccc2)C1 (stereo not drawn)	-3	-10%	-1	2	4%	-3	12%	-1%	7%	2%
CCOc1cc(C2CC(=O)NC3=C2C(=O)C(C(=O)OC)C(C)C3)cc(Br)c1O (stereo not drawn)	-19	0%	12	-8	4%	1	0%	-2%	-7%	-11%
Cc1cc(Br)ccc1NC(=O)CN(C)C(=O)C1=COCCO1	4	x	x	x	3%	-12	3%	x	-2%	11%
CCc1ccc(S(=O)(=O)Nc2ccc(Br)cn2)cc1	20	-22%	-12	5	1%	-4	6%	-1%	1%	4%
O=C(NNC(=S)Nc1ccccc1)c1ccc(O)cc1	-18	-1%	-3	0	-9%	5	u	-1%	-2%	-4%
O=C(CSc1nc(-c2cccs2)cc(C(F)(F)F)n1)NCc1ccccc1	0	4%	-3	3	-2%	0	21%	0%	1%	10%
CC(C)C(=O)O/N=C(\N)c1ccc(Oc2ccc(Cl)cc2)c([N+](=O)[O-])c1	16	1%	-8	1	-2%	6	-2%	x	-2%	11%
CC(C)(O)C(=O)NNC(=S)Nc1ccc(F)c(Cl)c1	9	0%	-11	3	-1%	0	3%	3%	1%	2%
Cc1cccc(-c2nc3ccccc3c(=O)[nH]2)c1	-5	1%	1	2	-5%	-12	-2%	3%	2%	7%
O=C(NCCc1ccccc1)c1cccc(N2CCCC2=O)c1	-14	4%	1	x	2%	7	-7%	4%	-1%	-6%
COc1cccc(S(=O)(=O)Nc2ccc(C(=O)NCc3ccco3)cc2)c1	-5	-8%	18	3	x	-1	-3%	0%	-1%	-6%

Bioassay records deposited in PubChem by National Center for Advancing Translational Sciences (NCATS).
